Assay outcomes deposited in PubChem BioAssay by The Scripps Research Institute Molecular Screening Center.
procasp7 counter: counter-screen: procaspase-7 (human) activation. activation, % at 8.5 µM. recombinant procaspase-7, Ac-DEVD-pNA absorbance 405 nm; D23A/D198A/D206A triple mutant, cannot self-cleave; scale: DMSO 0, 5 µM enzyme 100. 0.093% of 330,000 active. P55210. AID 463210;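 active = percent activation above the screen-wide mean plus 3 SD, cut at about 25% in these data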
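System: Procaspase-7 triple mutant (PC-7 D3A); measure: % activation from two-timepoint absorbance difference, scaled to controls; times: 1 h compound preincubation, 2 h substrate cleavage, 25 °C; also added: Ac-DEVD-pNA substrate, 400 µM as added; measured by: Epi-absorbance of released pNA at 405 nm, two timepoints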
procasp3 activ: procaspase-3 (human) activation; 0.11% of 330,000 active; recombinant procaspase-3 D3A, Ac-DEVD-pNA absorbance 405 nm; P42574; activation, % at 8.5 µM; AID 463141;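 active = activation above the mean of all tested compounds plus 3 SD, cut at about 21% in these data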;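 note: 0% = DMSO alone and 100% = DMSO wells spiked with extra 5 µM PC-3 D3A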
Target sequence (P42574 whole entry D9A/D28A/D175A): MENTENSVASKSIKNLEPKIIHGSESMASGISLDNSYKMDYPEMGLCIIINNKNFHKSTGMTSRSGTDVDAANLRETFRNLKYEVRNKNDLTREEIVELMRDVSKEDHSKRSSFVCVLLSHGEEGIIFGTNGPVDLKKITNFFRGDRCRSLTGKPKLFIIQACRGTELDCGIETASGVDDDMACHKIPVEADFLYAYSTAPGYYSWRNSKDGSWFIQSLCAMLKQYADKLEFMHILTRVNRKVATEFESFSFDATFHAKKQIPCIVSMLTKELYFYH
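material = Procaspase-3 D3A mutant | probe or stimulus = Ac-DEVD-pNA | compound = single dose, 8.5 µM nominal compound, 0.8% DMSO | timing = 1 h preincubation, 2 h reaction | measured by = 405 nm absorbance of p-nitroaniline, reads at 0 and 120 min | benchmarks = DMSO-only low control, 5 µM PC-3 D3A high control | repeats = singlicate, each compound tested once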
PAFAH2 inh: inhibitors of human PAFAH2; inhibition, % at 3.39 µM; recombinant PAFAH2, FP-rhodamine activity probe, fluorescence polarization; Q99487; 0.99% of 340,000 active;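 active = inhibition above the mean over all tested compounds plus 3 SD, cut at about 30% in these data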;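 note: inhibitors block probe labeling of enzyme so polarization drops; 0% = enzyme with DMSO and 100% = wells lacking PAFAH2 protein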
* = called active by the depositor. This is a subset (hit frequency here may not be typical).

SMILES | procasp7 counter | procasp3 activ | PAFAH2 inh
Nc1ncnc2c1ncn2[C@@H]1O[C@H](CNS(=O)(=O)c2ccc3c(c2)CCN(C(=O)C(F)(F)F)C3)[C@@H](O)[C@H]1O | 11 | -7 | -6
CC[C@]12c3[nH]c4ccc(Cl)cc4c3CCN1C(=O)[C@@H](CC(=O)NC(C)(C)C)C[C@@H]2C(=O)N1CCN(C(=O)c2ccco2)CC1 | 5 | -2 | 0
COC(=O)[C@H]1C[C@H]2[C@@H]3CC[C@H]4C[C@@H](OC)CC[C@]4(C)[C@H]3CC[C@]2(C)[C@@]2(CCCO2)O1 | 8 | 4 | -5
CCOC(=O)c1ccc(-c2cccc(-c3cc(=O)oc4cc(OC)cc(OC)c34)c2)cc1 | 1 | -2 | -1
O=C(C[C@H]1C[C@H](C(=O)N2CCOCC2)[C@@]2(CCC3CCCC3)c3[nH]c4cc(-c5ccco5)ccc4c3CCN2C1=O)NCCc1ccccn1 | -16 | -3 | 1
COc1ccc(CNC2C[C@H]3CCCC(=O)N4CC[C@@H](C2)[C@@H]34)cc1 (stereo partly specified) | 2 | -4 | 9
COC(=O)[C@H](C)N(Cc1ccc(Cl)c(Cl)c1)S(=O)(=O)CCN1CCN(c2ccccc2)CC1 | 6 | -1 | 0
CCC(C)C1/C=C\CC(NC(=O)OCC2c3ccccc3-c3ccccc32)CC(=O)N1Cc1ccccc1 (stereo unspecified) | 11 | -5 | -1
Cc1cc(C)c2c(c1)OC(=O)CC2c1ccc2c(c1)OCO2 (stereo unspecified) | 8 | 7 | 4
CCN(CC)C(=O)[C@H]1CC(CC(=O)NC(C)(C)C)C(=O)N2CCc3c([nH]c4ccc(OC)cc34)[C@]12C (stereo partly specified) | 5 | 1 | 3
COc1ccc(C2CC(=O)Oc3cc(O)ccc32)cc1 (stereo unspecified) | -4 | 0 | -4
C[C@@H]1CC=C[C@@H]2[C@H]1C(=O)N(Cc1ccccc1)[C@H]2c1cccc(Br)c1 | 9 | -5 | 0

Four of the entries above in order of their number in procasp3 activ, ascending.
Molecule,procasp3 activ
Nc1ncnc2c1ncn2[C@@H]1O[C@H](CNS(=O)(=O)c2ccc3c(c2)CCN(C(=O)C(F)(F)F)C3)[C@@H](O)[C@H]1O,-7
C[C@@H]1CC=C[C@@H]2[C@H]1C(=O)N(Cc1ccccc1)[C@H]2c1cccc(Br)c1,-5
CC[C@]12c3[nH]c4ccc(Cl)cc4c3CCN1C(=O)[C@@H](CC(=O)NC(C)(C)C)C[C@@H]2C(=O)N1CCN(C(=O)c2ccco2)CC1,-2
COC(=O)[C@H](C)N(Cc1ccc(Cl)c(Cl)c1)S(=O)(=O)CCN1CCN(c2ccccc2)CC1,-1

Grouped by structure, the entries above with an NH in an aromatic ring (3)
SMILES | procasp7 counter | procasp3 activ | PAFAH2 inh
CC[C@]12c3[nH]c4ccc(Cl)cc4c3CCN1C(=O)[C@@H](CC(=O)NC(C)(C)C)C[C@@H]2C(=O)N1CCN(C(=O)c2ccco2)CC1 | 5 | -2 | 0
O=C(C[C@H]1C[C@H](C(=O)N2CCOCC2)[C@@]2(CCC3CCCC3)c3[nH]c4cc(-c5ccco5)ccc4c3CCN2C1=O)NCCc1ccccn1 | -16 | -3 | 1
CCN(CC)C(=O)[C@H]1CC(CC(=O)NC(C)(C)C)C(=O)N2CCc3c([nH]c4ccc(OC)cc34)[C@]12C (stereo partly specified) | 5 | 1 | 3

Retrieved by structure from the entries so far, 2 records:
SMILES | procasp7 counter | procasp3 activ | PAFAH2 inh
COC(=O)[C@H]1C[C@H]2[C@@H]3CC[C@H]4C[C@@H](OC)CC[C@]4(C)[C@H]3CC[C@]2(C)[C@@]2(CCCO2)O1 | 8 | 4 | -5
COC(=O)[C@H](C)N(Cc1ccc(Cl)c(Cl)c1)S(=O)(=O)CCN1CCN(c2ccccc2)CC1 | 6 | -1 | 0
